Assay outcomes (PubChem)
NOD1 NF-kB reporter = inhibition of NOD1-driven NF-kB reporter – cell-based, luminescence, uHTS, primary screen (AID 1578); NOD1-driven NF-kB luciferase reporter cells, luminescence; higher % means a stronger effect; inhibition, % at 4 µM; hits with a dose series show EC50 in µM; 290,000 tested, 1% active; in the data active means inhibition mostly above about 36%, no sharp cut-off; inactive means mostly below about 34%;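 further: HEK-293T reporter cells stimulated with the NOD1 agonist gamma-tri-DAP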
NTR1 agonist = agonists of NTR1, primary screen, imaging, U2OS cells, beta-arrestin-GFP, high content (AID 493036). 330,000 tested, 0.17% active. P30989. NTR1-U2OS beta-arrestin-GFP spot imaging, agonist mode. activation, % at 20 µM;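 active means activation at or above 40% of the spot to cytoplasm intensity ratio, with at least 20 cells analyzed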;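 further: 0% = DMSO without peptide and 100% = 100 nM NTR1 peptide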
Target sequence (P30989 whole entry, looked up): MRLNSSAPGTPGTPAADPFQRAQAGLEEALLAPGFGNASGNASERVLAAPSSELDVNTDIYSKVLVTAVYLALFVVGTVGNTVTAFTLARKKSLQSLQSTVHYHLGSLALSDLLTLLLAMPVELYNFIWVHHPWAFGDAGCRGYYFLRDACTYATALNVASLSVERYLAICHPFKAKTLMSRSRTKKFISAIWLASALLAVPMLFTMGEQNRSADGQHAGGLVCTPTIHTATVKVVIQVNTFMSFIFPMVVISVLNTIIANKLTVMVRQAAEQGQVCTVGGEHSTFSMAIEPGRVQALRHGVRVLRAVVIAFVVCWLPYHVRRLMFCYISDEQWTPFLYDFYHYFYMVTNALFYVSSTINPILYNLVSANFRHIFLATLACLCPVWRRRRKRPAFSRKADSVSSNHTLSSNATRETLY
Yfh1-depleted yeast = enhancers of respiration in Yfh1-depleted yeast, dose response, Friedreich's ataxia, plus single-dose screen (AID 1465). S. cerevisiae Yfh1-off respiration, WST-1 reduction, 72 h; higher fold induction means a stronger effect. fold induction at 50 µM; hits with a dose series show EC50 in µM. 220,000 tested, 0.074% active;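 active means fold induction of absorbance versus untreated yeast above a set limit, then at least 30% activation at any dose in follow-up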;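 further: activators that raise dye reduction in frataxin-depleted yeast; strong numbers were not always called active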
KOR beta-arrestin-1 = kappa opioid receptor blockers – cell-based, luminescence, uHTS (AID 1778) | KOR beta-arrestin recruitment, luminescence, antagonist mode; higher % means a stronger effect | one-dose inhibition, % at 10 µM; IC50 in µM for titrated hits | 290,000 tested, 0.091% active; further: strong numbers were not always called active
KOR beta-arrestin-2 = KOR agonists, beta-arrestin recruitment, primary screen, cell-based, luminescence, uHTS (AID 1777). KOR beta-arrestin recruitment, luminescence; higher % means a stronger effect. activation, % at 10 µM, or EC50 in µM where a hit was titrated. 280,000 tested, 0.02% active; in the data active means activation above about 50%, passing the limit was not always enough; further: a part of the inactive calls stands beside numbers as strong as those of hits
TNAP activation fold = human TNAP enzyme activators, primary screen, biochemical, luminescent, no phosphate acceptor, uHTS (AID 1001) | purified TNAP, luminescent activation assay, no phosphate acceptor; higher activation fold means a stronger effect | one-dose activation fold at 20 µM; EC50 in µM for titrated hits | 200,000 tested, 0.03% active; in the data active means activation fold from about 3, or a potency from the dose series; inactive means the rest, 99 in 100 with activation fold below about 1.6; further: many of its hits are not listed in these tables
ER stress rescue = rescue of cells from ER stress-induced death, primary screen, 384-well, CSM14.1, thapsigargin, ATP luminescence (AID 1222); cellular ATP content (survival), % at 20 µM; hits with a dose series show EC50 in µM; 190,000 tested, under 10 active; CSM14.1 thapsigargin-induced death rescue, ATP luminescence; higher % means a stronger effect;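 active means EC50 below 50 µM in the dose-response confirmation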;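 further: death triggered by thapsigargin at about 15 µM added after 2 h compound pretreatment; cell ATP read after overnight thapsigargin exposure of roughly 18 to 22 hours; normalized against plate controls of thapsigargin alone and 5% DMSO vehicle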
HEK293 NOD2/NF-kB = NOD2 signaling inhibitors, cell-based, luminescence, uHTS, HEK293 (AID 1566) | HEK293 NOD2/NF-kB luciferase reporter, luminescence; higher % means a stronger effect | inhibition, % at 4 µM, or EC50 in µM where a hit was titrated | 290,000 tested, 0.63% active; further: many of its hits are not listed in these tables
GPR55 beta-arrestin = selective activators of receptor GPR55 – imaging, U2OS cells, beta-arrestin-GFP redistribution, primary screen (AID 1961) | U2OS GPR55 beta-arrestin-GFP redistribution imaging; higher % means a stronger effect | activation, % at 10 µM, or EC50 in µM where a hit was titrated | 290,000 tested, 0.048% active;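 active means activation above 40% with more than 50 cells counted in the well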;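 further: U2OS osteosarcoma cells stably expressing GPR55 and beta-arrestin-GFP; plate controls were DMSO negative control for no effect and LPI positive control for full effect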
NTR1 agonist cell count 20 µM = also measured in NTR1 agonist; calls as there; cell count; measured here: cell count, cytotoxicity flag
Active calls of the source: *; i = inactive; / = not tested or not shown; [ ] = another dose, or the depositor's remark. Unless noted, no stated cut-off is given here; in the data, active means inhibition above about 50%; inactive means the rest.

Start of the data: the first three compounds (preview)
SMILES | NOD1 NF-kB reporter | NTR1 agonist | NTR1 agonist cell count 20 µM | Yfh1-depleted yeast | KOR beta-arrestin-1 | KOR beta-arrestin-2 | TNAP activation fold | ER stress rescue | HEK293 NOD2/NF-kB | GPR55 beta-arrestin
CCOC(=O)c1cc2c(=O)n3ccccc3nc2n(Cc2ccco2)c1=NC(=O)c1ccc(OC)cc1 | 11.1% | 2.6 | 48 | i | -16.2% | -1.1% | 1.1 | -1.1% | 12.1% | -0.5%
Cc1cccc(N2CCN(S(=O)(=O)c3ccc4c(c3)CCC(=O)N4)CC2C)c1 (stereo not drawn) | / | 1.5 | 80 | i | 28.1% | 2.9% | 1.1 | -3.2% | 6.2% | -0.1%
CCCCSC1=C(C#N)C(c2ccccc2C)C(C(=O)OCC)C(=O)N1 (stereo not drawn) | 14.1% | 4.6 | 43 | i | -7.9% | 1.0% | 1.1 | -0.8% | -20.8% | 0.0%

The list itself, previewed entries included:
SMILES | NOD1 NF-kB reporter | NTR1 agonist | NTR1 agonist cell count 20 µM | Yfh1-depleted yeast | KOR beta-arrestin-1 | KOR beta-arrestin-2 | TNAP activation fold | ER stress rescue | HEK293 NOD2/NF-kB | GPR55 beta-arrestin
CCOC(=O)c1cc2c(=O)n3ccccc3nc2n(Cc2ccco2)c1=NC(=O)c1ccc(OC)cc1 | 11.1% | 2.6 | 48 | i | -16.2% | -1.1% | 1.1 | -1.1% | 12.1% | -0.5%
Cc1cccc(N2CCN(S(=O)(=O)c3ccc4c(c3)CCC(=O)N4)CC2C)c1 (stereo not drawn) | / | 1.5 | 80 | i | 28.1% | 2.9% | 1.1 | -3.2% | 6.2% | -0.1%
CCCCSC1=C(C#N)C(c2ccccc2C)C(C(=O)OCC)C(=O)N1 (stereo not drawn) | 14.1% | 4.6 | 43 | i | -7.9% | 1.0% | 1.1 | -0.8% | -20.8% | 0.0%
c1ccc(-c2ccccc2OCCOCCN2CCNCC2)cc1 | -21.0% | -0.9 | 70 | i | -36.1%[20 µM] | -6.1% | 1.1 | -1.2% | 7.0% | 0.8%
COc1ccc(NC(=O)Nc2cccc3ccccc23)cc1S(N)(=O)=O | 25.8% | 1.0 | 67 | / | -14.8% | -1.4% | / | / | -19.0% | -0.2%
Cc1cc(C)cc(NC(=O)CC23CC4CC(C2)CC(n2nnc(C)n2)(C4)C3)c1 | -28.4% | 0.5 | 81 | i | 23.7% | 2.3% | 1.2 | -1.1% | 5.0% | 1.2%
CC(OC(=O)c1ccc2c(=O)n3c(nc2c1)CCCCC3)C(=O)Nc1ncc(Cl)cc1Cl (stereo not drawn) | -18.8% | 0.1 | 54 | i | -12.7% | 1.6% | 1.1 | -1.1% | 6.7% | 0.2%
Cc1cc(C)nc(N2CCCC(C(=O)NCc3ccccc3)C2)n1 (stereo not drawn) | 30.1% | -1.9 | 92 | i | -4.1% | 10.3% | 1 | -3.0% | 8.1% | -0.4%
O=C(CSc1ncccc1-c1nc2ccccc2[nH]1)Nc1ccc2c(c1)OCCO2 | -43.4% | -1.7 | 59 | i | 11.2% | -1.3% | 1.1 | -2.1% | -8.1% | 0.0%
CCc1nn(CC(=O)N2CC(C)CC(C)C2)c(=O)c2cccn12 (stereo not drawn) | -3.6% | -0.8 | 44 | / | -36.8% | 2.2% | / | / | 9.4% | -0.1%
CC(O)c1c(-c2ccccc2)nn(C)c1Cl (stereo not drawn) | -29.0% | -0.2 | 45 | i | -32.6% | 0.3% | 1 | -0.6% | 4.4% | -1.1%
COc1ccc(-n2nnc3c(=O)n(C/C=C/c4ccccc4)cnc32)cc1 | / | 9.3 | 66 | i | 10.0% | 2.9% | 1 | -2.9% | 17.5% | -0.5%
Cc1onc(-c2c(Cl)cccc2Cl)c1C(=O)NCc1ccco1 | 5.0% | -6.7 | 79 | i | -5.9% | -1.9% | 1.1 | 1.5% | 6.8% | 0.7%
COc1ccc(-c2cc(C(=O)NNC(=S)NC(=O)c3c(-c4ccccc4)noc3C)[nH]n2)cc1 | -41.7% | -1.7 | 44 | i | 31.6% | -7.9% | 2.1 | 0.4% | 5.0% | 0.4%
COc1ccc(N(CC(=O)Nc2cccc(C(C)=O)c2)S(C)(=O)=O)cc1OC | -19.2% | -0.4 | 42 | i | 5.8% | 1.4% | 1.1 | 0.6% | -14.5% | -0.2%
C[C@@H](C(=O)NCC1CCCO1)N1C(=O)N2CCc3c([nH]c4ccccc34)[C@@]2(C)C1=O (stereo partly drawn) | 43.2% | -0.5 | 86 | / | -41.6%[20 µM] | -2.4% | / | / | 14.6% | 0.2%
O=C(CCC(=O)N1CCOc2ccccc21)N1CCN(c2ccccc2)CC1 | -13.5% | 1.0 | 81 | / | 4.3%[20 µM] | -6.1% | / | / | 15.2% | 0.5%
COc1ccc(N(C(=O)Cn2cnc3ccccc32)C(C(=O)NC2CCCCC2)c2ccccc2)cc1 (stereo not drawn) | 3.5% | 3.3 | 52 | i | / | / | 1.1 | -2.0% | 23.1% | -0.4%
COc1cccc(C2=NOC(C(=O)Nc3c(C)n(C)n(-c4ccccc4)c3=O)C2)c1 (stereo not drawn) | -9.0% | 2.1 | 53 | i | -3.6% | 5.4% | / | / | -6.5% | 0.2%
O=C(CCC1CCCN(C(=O)c2ccsc2)C1)N1CCN(c2ccccn2)CC1 (stereo not drawn) | -3.8% | 2.2 | 56 | i | -6.7% | -3.2% | / | / | -10.8% | 0.3%
Cc1cc(C)cc(N2CC(C(=O)OCC(=O)Nc3cc(C)on3)CC2=O)c1 (stereo not drawn) | -0.1% | 0.9 | 37 | / | -10.5% | -2.7% | / | / | -2.9% | -0.3%
CN1CCN(C(=O)/C=C/c2ccc([N+](=O)[O-])o2)CC1 | -9.9% | 0.8 | 90 | i | 24.9% | 5.5% | / | / | 7.0% | -0.1%
COC(=O)c1ccn(CC(=O)NC2CCCCC2)n1 | 27.7% | -0.1 | 46 | / | -21.9% | -6.4% | / | / | -3.6% | 0.0%
Cc1cnc(C)c(N2CCN(Cc3nc(-c4cccc(F)c4F)oc3C)CC2)n1 | -26.1% | 1.3 | 40 | i | -2.8%[20 µM] | / | 1 | 2.5% | 7.6% | 0.2%
CCCCCCCN1CCC(=O)N([C@H](CO)CC(C)C)CC1 | 9.7% | -6.8 | 49 | / | -54.3%[20 µM] | -2.6% | / | / | 8.9% | 0.7%
COc1cccc(NC(=S)N(CCc2ccc(OC)c(OC)c2)Cc2ccccn2)c1 | -23.1% | 0.5 | 54 | i | 11.7% | -0.5% | 1.1 | -0.6% | 20.0% | 0.1%
CCc1ccc(OC(=O)c2cccnc2)cc1 | -1.7% | -0.1 | 68 | / | -6.2% | 0.7% | / | / | 3.9% | -0.1%
CC(C)NC(=O)c1ccc2c(c1)N(CC(=O)NC1CCCCC1)C(=O)C(C)(C)O2 | -21.8% | -1.3 | 49 | / | -12.1% | -3.3% | / | / | 3.1% | -0.1%
CC1=C(C(=O)Nc2cc(C(=O)N3CCN(c4cccc(C)c4)C(C)C3)ccc2C)SCCO1 (stereo not drawn) | -15.8% | 1.7 | 66 | / | 8.7% | -2.4% | / | / | 5.1% | -0.1%
CCN(CC)S(=O)(=O)c1ccc2c(c1)nc(CCC(=O)OCc1c(C)noc1C)n2C | 2.7% | 0.8 | 77 | i | 2.5% | -8.8% | 1.1 | 2.0% | 3.1% | -0.3%
CCCCn1c(N)c(-c2nc3ccccc3o2)c2c([N+](=O)[O-])nn(CC)c(=O)c21 | -27.0% | 3.1 | 48 | i | -14.8% | 1.4% | 1.3 | -2.3% | -0.6% | -0.2%
Cc1cc(N2CCOCC2)nc2ccc(NC(=O)CCC(=O)N3CCN(c4cccc(C(F)(F)F)c4)CC3)cc12 | -0.7% | 9.0 | 46 | / | -57.2% | 3.2% | / | / | 13.4% | -0.1%
CC12CCC(C(=O)Nc3cccnc3)(CC1=O)C2(C)C (stereo not drawn) | -11.2% | -2.8 | 100 | i | -2.2% | -2.3% | 1.1 | -0.6% | 1.7% | 0.2%
COc1ccc(C(=O)NCC(=O)N2CCCC(C)C2)cc1OC (stereo not drawn) | -30.5% | 1.4 | 64 | i | 13.9% | -0.6% | 1.1 | -1.6% | 16.8% | 0.1%
COc1ccc(C(=O)NC2CCN(C(=O)NC3CCCCC3)CC2)cc1 | -15.7% | -0.6 | 75 | i | -6.9% | 9.1% | 1.1 | 0.3% | 3.7% | -0.1%
CC(=O)Nc1ccc(-c2nnc(SCC(=O)NCc3ccco3)n2C)cc1 | -26.3% | -0.3 | 69 | i | -6.0% | -0.1% | 1 | -0.9% | -8.5% | 0.3%
CC1CCCC(C)N1C(=O)COc1ccc(F)cc1 (stereo not drawn) | -21.8% | 0.9 | 28 | i | -22.8%[20 µM] | / | 1 | -0.5% | 0.7% | 0.2%
Cc1cc(C(=O)CSc2nc3ccccc3o2)c(C)n1CC1CCCO1 (stereo not drawn) | 11.9% | 8.5 | 39 | i | -21.6% | -4.0% | 1.1 | -1.7% | -33.5% | -0.1%
Cc1ccc(Sc2c([N+](=O)[O-])c(C)nn2C)cc1 | -6.7% | 0.4 | 44 | i | -5.2% | 0.7% | / | / | 3.2% | 0.3%
OC(CNCC1COc2ccccc2O1)COCc1cccs1 (stereo not drawn) | -43.3% | -1.2 | 75 | i | -13.9% | 3.5% | 1 | -2.1% | 0.2% | 0.2%
CCOc1cc(C(=O)NC)cc(Br)c1OC | -11.9% | 1.6 | 56 | i | -23.5%[20 µM] | 1.3% | 1.1 | -0.2% | 21.0% | -0.1%
C=CCNC(=O)CN(Cc1ccccc1)S(=O)(=O)c1ccccc1 | 8.0% | -0.5 | 59 | / | -10.2% | -4.8% | / | / | 8.9% | 0.2%
CCC(C)(C)n1nnnc1CN1CCC(NC(=O)c2ccc(Br)cc2)CC1 | 17.0% | 0.4 | 55 | i | 3.0% | -0.2% | 1.1 | 2.0% | 5.9% | -0.3%
CCNC(=O)C1CCCN1S(=O)(=O)c1ccc(C)cc1 (stereo not drawn) | -35.7% | -0.3 | 49 | i | -19.6% | 4.0% | 1.1 | 0.6% | 8.4% | -0.4%
COc1ccc(OC)c2[nH]c(=O)c(CCNC(=O)c3ccc(S(=O)(=O)N4CCCCC4)cc3)cc12 | 9.9% | 15.2 | 47 | / | -38.6% | 15.0% | 1.1 | -0.9% | 13.7% | 0.0%
Cc1sc(NC(=O)c2ccco2)c(C(c2cccnc2)N2CCCC2)c1C (stereo not drawn) | 48.8% | 7.3 | 64 | i | -11.0% | 4.2% | 1.1 | -0.5% | 12.0% | 0.3%
O=C1OC(Nc2nccs2)c2ccccc21 (stereo not drawn) | -19.3% | -2.8 | 53 | i | -17.0% | 2.1% | 1.1 | -1.8% | -7.3% | -0.1%
CCCC(C(=O)NC1CCCC1)N(CC1CCCO1)C(=O)CNS(=O)(=O)c1ccc(F)cc1 (stereo not drawn) | -35.4% | 1.9 | 60 | / | -21.3% | 1.1% | / | / | -2.6% | 0.0%
Cc1cc(Cl)ccc1Oc1ncnc2onc(C)c12 | -39.4% | 2.2 | 50 | i | -14.3% | -3.6% | 1.1 | -0.4% | 12.9% | -0.2%

These rows are one share of the data. The share of hits here may be higher or lower than overall.
